Assay outcomes (PubChem BioAssay)
dFosB activator: mouse delta FosB homodimer activation; purified delta FosB, TAMRA-CDK5 oligo fluorescence polarization; percent of positive-control signal above neutral wells; activation, % at 25 µM; 340,000 tested, 0.99% active; AID 493131;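 active = mean activation above about 17%, with every replicate also reaching it, limit read from the data, passing the limit was not always enough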;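 note: fluorescence polarization rise as delta FosB binds a TAMRA Cdk5 AP-1 oligo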
Target sequence (P13346 whole entry, looked up): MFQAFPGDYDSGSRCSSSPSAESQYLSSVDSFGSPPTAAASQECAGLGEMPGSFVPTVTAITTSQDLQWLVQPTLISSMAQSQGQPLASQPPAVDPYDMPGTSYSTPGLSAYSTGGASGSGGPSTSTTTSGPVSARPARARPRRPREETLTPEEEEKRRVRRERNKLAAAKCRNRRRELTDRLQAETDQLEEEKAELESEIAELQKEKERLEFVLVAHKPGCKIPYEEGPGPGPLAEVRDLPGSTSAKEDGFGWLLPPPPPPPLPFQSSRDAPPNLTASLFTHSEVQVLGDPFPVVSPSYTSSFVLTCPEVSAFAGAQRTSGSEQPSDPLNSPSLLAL
Rtt109 Vps75: blocks Candida albicans Rtt109/Vps75 acetyltransferase activity; inhibition, % at 34.9 µM; 330,000 tested, 0.16% active; purified Rtt109/Vps75, ThioGlo CoA-SH fluorescence, 4 h; Q5AAJ8;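 active = inhibition of at least 50% in every replicate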
Target sequence (Q5AAJ8 whole entry, looked up): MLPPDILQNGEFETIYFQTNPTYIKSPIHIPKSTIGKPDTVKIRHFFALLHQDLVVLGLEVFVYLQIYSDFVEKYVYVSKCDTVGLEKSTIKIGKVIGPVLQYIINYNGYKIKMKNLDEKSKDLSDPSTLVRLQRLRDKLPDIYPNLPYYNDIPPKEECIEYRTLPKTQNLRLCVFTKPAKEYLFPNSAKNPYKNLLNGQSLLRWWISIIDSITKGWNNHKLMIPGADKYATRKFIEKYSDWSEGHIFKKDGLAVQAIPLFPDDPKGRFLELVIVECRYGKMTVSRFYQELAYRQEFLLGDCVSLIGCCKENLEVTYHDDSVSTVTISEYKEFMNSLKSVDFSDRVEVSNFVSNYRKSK
PvdQ acylase: P. aeruginosa PvdQ acylase inhibition; 340,000 tested, 0.063% active; inhibition, % at 10 µM; purified PvdQ acylase, fluorescence plate reader; in the data active = inhibition above about 30%, passing the limit was not always enough;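 note: 0% = vehicle neutral wells and 100% = reference inhibitor wells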
NSD2 HMT inh: inhibitors of human histone methyltransferase NSD2; NSD2 peptide methylation, AlphaScreen, 120 min; inhibition, % at 12.5 µM; 310,000 tested, 0.54% active; AID 743445; in the data active = inhibition above about 50%
MITF act: MITF TRPM1 promoter activation in melanoma cells; activation, % at 12.5 µM; AID 588334; SK-MEL-5 TRPM1-promoter luciferase, 24 h; % of positive control, neutral wells = 0; 300,000 tested, 0.75% active;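 active = mean activation of at least 80% with every replicate also reaching 80%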;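 note: 0% = neutral control wells and 100% = parthenolide positive control wells; values of inactives mirror those of a sister screen read the other way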
CAL PDZ FP-1: CAL PDZ (human) peptide binding inhibition; AID 602252; inhibition, % at 24.9 µM; 300,000 tested, 0.92% active; purified CAL PDZ, TMR-peptide fluorescence polarization, 1 h;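 active = mean inhibition of at least 30% with at least half of replicates also reaching 30%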;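 note: 0% = DMSO neutral control and 100% = excess unlabeled competitor peptide PRC23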
CAL PDZ FP-2: human CAL PDZ-peptide interaction inhibition | Q9HD26 | purified CAL PDZ, TMR-peptide fluorescence polarization, 1 h | inhibition, % at 20 µM | 330,000 tested, 0.02% active | AID 504414;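 active = highest replicate inhibition of at least 40%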;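 note: plate controls were DMSO neutral control wells for no effect and unlabeled competitor peptide control wells for full effect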
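Test system: tagged CAL PDZ domain / Buffer or medium: sodium phosphate/NaCl buffer pH 7.4 with TCEP, IgG, Thesit / Reagent: TMR-labelled reporter peptide T*-PRC34 bound in PDZ groove / Compound dosing: single point, 20 µM / Schedule: 1 h incubation at room temperature before polarization reading / Technique: fluorescence polarization (mP) / Benchmarks: unlabelled peptide, DMSO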
SR-BI DiI-HDL act: SR-BI HDL lipid transfer activation. 320,000 tested, 0.096% active. activation, % at 12.5 µM. CHO ldlA[mSR-BI] cells, DiI-HDL uptake fluorescence, 3 h; 100 = double the neutral-control signal;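 active = mean replicate activation of at least 60% and every replicate at or above 60%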;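 note: 0% = median plate neutral-control signal and 100% = twice that signal; values of inactives mirror those of a sister screen read the other way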
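Material: SR-BI-overexpressing, LDLR-lacking CHO cells | Dosing: Single compound concentration, delivered by pin transfer | Probe or stimulus: Labelled HDL, 10 µg/mL | Signal: Bottom-read cell fluorescence after medium removal, ex 550/em 595 nm | Schedule: 3 h, 37 °C | Evaluation: HDL uptake via cellular fluorescence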
SR-BI HDL uptake: mouse SR-BI HDL lipid transfer inhibition. Q61009. ldlA[mSR-BI] CHO cells, DiI-HDL uptake fluorescence, 3 h. inhibition, % at 12.5 µM. 320,000 tested, 0.96% active. AID 488896;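 active = mean replicate inhibition of at least 70% and a set share of replicates each scoring 70 or more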;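 note: 0% = median of neutral control wells and 100% = median of positive control wells; values of inactives mirror those of a sister screen read the other way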
PfHsp90 yeast 2: growth inhibition of yeast expressing Plasmodium Hsp90; S. cerevisiae expressing PfHsp90, BacTiter-Glo ATP, 48 h; yeast lacking PDR1 and PDR3 efflux regulators; inhibition, % at 9.4 µM; 310,000 tested, 0.32% active; AID 504621;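 active = every replicate shows inhibition above about 80%, whatever the replicate mean, limit read from the data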;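 note: 0% = DMSO neutral controls and 100% = 20 µM radicicol positive controls; yeast relying on Plasmodium falciparum Hsp90 in place of its own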
Numbers without * were called inactive; . = not tested or not shown.

Order of values – dFosB activator, Rtt109 Vps75, PvdQ acylase, NSD2 HMT inh, MITF act, CAL PDZ FP-1, CAL PDZ FP-2, SR-BI DiI-HDL act, SR-BI HDL uptake, PfHsp90 yeast 2
O=C(NCCN1CCOCC1)c1ccccc1N1C(=O)[C@@H]2Cc3c([nH]c4ccccc34)C(c3ccc(F)cc3)N2C1=O (stereo partly specified)
    -2, 5, -7, ., -16, 0, -0.6, -66, 66, 34
NC1(C#Cc2ccc3c(=O)c4ccccc4sc3c2)CCCCC1
    3, -1, -4, ., 43, -5, -5.1, -13, 13, -16
CCOP(=O)(OCC)C(NC(=O)Nc1ccc(C)c(Cl)c1)c1ccccc1 (stereo unspecified)
    -5, -3, -12, -1, 5, -2, -4.2, -21, 21, -9
CCN(CC)S(=O)(=O)c1ccc(N2CCOCC2)c(NC(=O)C(C)Oc2ccc(F)cc2)c1 (stereo unspecified)
    -13, 2, -16, -2, -14, -10, -1.2, -9, 9, 1
COCCN(C(=O)c1csnn1)C(C(=O)NC1CCCC1)c1ccccc1 (stereo unspecified)
    5, 46, 2, 0, 2, -1, -0.8, 15, -15, 26
O=C(CN1CCN(c2ccc(F)cc2)CC1)NC(=O)NCc1ccco1
    1, -1, -10, 25, 1, ., -0.4, 8, -8, 8
C=C(C)Cn1c(-c2ccccc2)nc2ccccc21
    -4, 10, 2, 0, -4, 3, -1.7, 1, -1, 0
CC1CCN(C(=O)CSc2nnc(-c3ccncc3)n2C)CC1
    -8, 13, -6, ., ., -3, -0.7, 11, -11, .
COc1ccccc1NC(=O)CSc1nnc(CSc2nc(C)cc(C)n2)o1
    -11, -4, -6, 0, 7, ., -1.1, -25, 25, 2
CCc1ccc(C2C(C#N)=C(N)SC(N)=C2C#N)cc1
    -7, 3, -19, ., 3, -4, -4.7, 3, -3, -19
COC(=O)c1ccc(C2=NOC(C)(c3nnc(Cc4ccccc4)o3)C2)cc1 (stereo unspecified)
    -9, 0, -15, ., 8, -3, -0.5, 3, -3, -7
COc1ccccc1/C=C(/C(=O)OCC(=O)Nc1ccccc1C(C)C)c1ccccc1
    2, ., 6, 11, -22, -6, -2.7, -5, 5, 6
COc1ccc(/C=C/C(=O)NC(=S)N2CCN(c3ccccc3OC)CC2)cc1
    7, -10, -2, -1, ., -3, -0.4, -52, 52, -11
Cc1ccc(C)c(OC(=O)c2cccnc2Cl)c1C
    -5, -10, 12, -6, 24, -2, -2.7, 317*, -317, -12
Cc1ccccc1C(=O)Nc1ccnn1C1CCN(Cc2ccccn2)CC1
    -6, 1, 0, 5, 10, -1, -1.7, 25, -25, -2
Cc1ccc(S(=O)(=O)N2CCN(C(=O)c3ccccn3)CC2)cc1
    -2, -12, -3, -2, 7, -2, ., 21, -21, -9
Cc1cccc(NC(=O)CSc2nnnn2C)n1
    1, -8, -16, -2, 1, -10, -0.3, 21, -21, -25
COC(=O)C1CCN(C(=O)/C=C/c2ccc(OC)cc2)CC1
    -2, 0, -2, -5, 25, -2, -1.7, ., ., -7
COc1ccc([N+](=O)[O-])cc1N(CC(=O)N1CCOCC1)S(C)(=O)=O
    -2, 4, -8, -3, 1, 1, ., 6, -6, 20
O=C(CN(C1CCCCC1)S(=O)(=O)c1ccccc1)NCC1CCCO1 (stereo unspecified)
    2, -19, -9, ., -2, 3, -2.7, ., ., -2
COc1ccc(/C=C/C(=O)N2c3ccccc3Sc3ccc(C(F)(F)F)cc32)cc1
    -12, -5, 2, 4, -1, -3, -1.9, -8, 8, 36
COC(=O)c1ccccc1NC(=O)C1CCN(C(=O)c2cc(OC)c(OC)c(OC)c2)CC1
    -6, 2, -12, 8, 2, -2, -0.1, 11, -11, 9
COCCn1c(SCC(N)=O)nnc1-c1c[nH]c2ccccc12
    -3, 3, 2, ., -9, ., -1.0, 2, -2, 1
COc1cccc(C(=O)N2c3ccccc3Sc3ccccc32)c1
    -3, -20, -4, -2, 3, -2, 0.1, 20, -20, 37
O=S(=O)(Nc1ccc2cn[nH]c2c1)c1ccc(Cl)s1
    -3, -2, 1, 0, -4, 12, 0.2, 3, -3, -7
CCCCN(CC)c1nc(-c2ccncc2)nc2ccccc12
    -25, 32, 0, 2, 5, -2, -0.2, -29, 29, -65
CCC(C)c1ccccc1OCCOCCN1CCCC1 (stereo unspecified)
    3, 13, 0, 2, -3, -21, -0.1, 2, -2, 0
COC(=O)CSc1nc(SC)nc2c1sc1nc(-c3ccco3)c3c(c12)CC(C)(C)OC3
    2, 2, 1, ., -9, -4, -0.8, -15, 15, 1
O=C(Cn1c2[n+](c3ccc(C(F)(F)F)cc31)CCCCC2)Nc1ccc(Br)cc1
    -2, -8, -10, 6, -15, 0, 0.1, 4, -4, .
O=c1c(Cl)c(Cl)cnn1Cc1nnc(-c2ccccc2Br)o1
    -12, 0, -20, 6, -93, -2, -0.2, 6, -6, -1

Part of the list above, limited to SR-BI DiI-HDL act:
| SMILES | SR-BI DiI-HDL act |
| --- | --- |
| COC(=O)CSc1nc(SC)nc2c1sc1nc(-c3ccco3)c3c(c12)CC(C)(C)OC3 | -15 |
| O=C(Cn1c2[n+](c3ccc(C(F)(F)F)cc31)CCCCC2)Nc1ccc(Br)cc1 | 4 |

The results go on:
Order of values – dFosB activator, Rtt109 Vps75, PvdQ acylase, NSD2 HMT inh, MITF act, CAL PDZ FP-1, CAL PDZ FP-2, SR-BI DiI-HDL act, SR-BI HDL uptake, PfHsp90 yeast 2
Cn1c(N)c(C#N)c2c(c1=S)COC(C)(C)C2
    -5, 24, -1, -4, 4, -4, 0.4, 15, -15, -21
O=C(Cc1cccs1)N1CCCC(c2nc(-c3ccc(S(=O)(=O)N4CCCC4)cc3)no2)C1 (stereo unspecified)
    -7, 30, -2, 0, -10, ., -2.5, -27, 27, 7
C/C(=N\NC(=O)c1cccc([N+](=O)[O-])c1)c1cccs1
    2, -3, -5, 12, 20, -2, 0.0, 3, -3, 7
CS(=O)(=O)N(CC(=O)Nc1ccc(F)cc1)C1CCCCC1
    -1, 1, -15, -5, ., -15, -0.3, ., ., 11
COc1cc(OC)cc(C(=O)N[C@H](C(=O)NCCc2ccc(S(N)(=O)=O)cc2)C(C)C)c1
    -7, -14, -13, -1, 9, -3, -4.0, 4, -4, -29
CCOC(=O)N1CCc2c(sc(NC(=O)CCS(=O)(=O)c3ccccc3)c2C(N)=O)C1
    -10, 20, 3, 0, -3, -7, -0.3, -26, 26, 0
CC(C)CCSc1nc2[nH]ncc2c(=O)[nH]1
    1, ., -9, -18, -5, 0, -1.4, ., ., -38
C=C(C)COc1ccc2c(C)c(CC(=O)N3C[C@H]4C[C@@H](C3)c3cccc(=O)n3C4)c(=O)oc2c1
    -12, 1, 5, ., 8, 2, -0.5, -3, 3, 18
NC(=O)c1ccccc1NS(=O)(=O)Cc1ccc(Cl)cc1
    -3, -8, -6, -3, 17, -4, -2.0, 6, -6, -3
O=C(NCCS(=O)(=O)N1CCN(c2ccc(F)cc2)CC1)C12CC3CC(CC(C3)C1)C2
    -6, 5, -3, 31, -15, -3, -2.6, -2, 2, .
CC1=C(C(=O)OCC(C)C)C(c2ccsc2)NC(=O)N1 (stereo unspecified)
    -9, -10, 5, -1, 3, ., -0.4, -13, 13, -27
COc1ccc(CNCc2cccc(OC)c2OC)cc1Br
    -9, 0, -12, 3, -11, -3, -6.4, 3, -3, -3
O=C(Nc1ccncc1)c1ccc(Cl)c(S(=O)(=O)N2CCCC2)c1
    -6, 34, 5, 0, -21, -4, -4.4, -1, 1, .
COC(=O)c1ccccc1NC(=O)c1cc(-c2ccc(C)cc2)on1
    -1, -9, 18, ., -6, 2, -0.1, 10, -10, -5
COc1ccc(S(=O)(=O)N2CCN(C(=O)NC3CCCCC3)CC2)cc1OC
    4, 5, 3, -2, 1, -3, -0.6, 9, -9, 21
CC(=O)Nc1ccc(/C=N/NC(=O)CNS(=O)(=O)c2ccccc2)cc1
    -2, -2, -5, -1, -10, -1, -3.4, 1, -1, -9
CC(=O)C1=C(O)C(=O)N(Cc2ccco2)C1c1ccccc1F (stereo unspecified)
    -4, 0, 2, -1, -1, -2, -5.0, 8, -8, 21
O=C(/C=C/c1ccccc1)N/C(=C/c1ccccc1)C(=O)Nc1ccccc1O
    -3, 8, 1, 0, ., ., -2.4, -5, 5, .
CC1CCN(S(=O)(=O)c2ccc(NC(=O)Cc3ccc(S(=O)(=O)N4CCOCC4)s3)cc2)CC1
    -2, -5, 3, -5, -13, -3, -0.7, 8, -8, .
NS(=O)(=O)c1ccc(CCNC(=O)Cc2ccccc2[N+](=O)[O-])cc1
    -6, -10, -15, -3, -24, -2, -0.3, 17, -17, -28
CC(C)COc1ccc(C(=O)Nc2ccccc2[N+](=O)[O-])cc1
    -3, -23, -16, -2, 49, ., -0.6, -15, 15, -4
CC(C)(C)c1ccc(C2C(C#N)=C(N)Oc3n[nH]c(-c4cccnc4)c32)cc1 (stereo unspecified)
    -5, -2, -27, -20, 4, -3, -1.0, ., ., 3
COc1ccc(/C=C/c2c([N+](=O)[O-])c(=O)n(C)c(=O)n2C)cc1OC
    2, 2, -11, -2, 2, -17, -1.2, ., ., 17
CC(=O)NC1=NN(C(C)=O)C(C)(CC(=O)OC(C)(C)C)S1 (stereo unspecified)
    2, 1, -2, -3, 7, 1, 0.0, 7, -7, -22
Nc1nc(-c2ccc(Cl)cc2)c(S(=O)(=O)c2ccccc2)s1
    -10, ., 7, -1, 31, 3, -0.1, 1, -1, -15
Cc1ccccc1C(=O)Nc1ccnn1C1CCN(Cc2ccc(CO)o2)CC1
    -5, -3, -16, 1, -1, -6, -1.1, -11, 11, -11
NS(=O)(=O)c1cc(C(=O)OCC(=O)c2ccccc2)c(Cl)cc1Cl
    -4, ., -5, 0, -8, 6, -1.0, -27, 27, -2
COc1ccc(C(=O)NCc2ccc(C)cc2)cc1S(=O)(=O)N1CCCC1
    -4, 1, 7, -2, 10, 1, -0.3, -3, 3, 10
O=C(O)C1CCN(Cc2ccccn2)CC1
    6, -1, 2, -1, 6, -2, -0.7, 20, -20, 13
Cc1c(Cl)cccc1NC(=O)CC(NCCN1CCOCC1)C(=O)O (stereo unspecified)
    -1, -5, -16, -1, -7, -2, -2.9, 31, -31, 11
O=C(Nc1ccc(Cl)c(Cl)c1)Nc1ccon1
    -4, -7, -11, -8, -3, -1, -1.7, 5, -5, -31
c1ccc2nc(N3CCN(Cc4ccc5c(c4)OCO5)CC3)cnc2c1
    -11, 6, -12, -3, 7, -5, -1.9, -10, 10, -18
COc1ccccc1N1CC(C(=O)Nc2nnc(SCC(=O)NC(C)C)s2)CC1=O (stereo unspecified)
    -12, -9, -15, -1, -3, -1, -1.2, 16, -16, -3
CC(=O)Nc1ccc(S(=O)(=O)Nc2nc3ccccc3nc2Nc2ccc(O)cc2)cc1
    2, -1, -14, ., -3, -4, -0.4, 10, -10, -5
NS(=O)(=O)c1ccc(NC(=O)N[C@@H](Cc2ccccc2)C(=O)O)cc1
    0, 4, -16, 2, -5, 1, -0.9, 34, -34, 13
